OX1R antag-1: antagonists of human orexin 1 receptor (OX1R); 1.8% of 330,000 active; inhibition, % at 6.6 µM; AID 485270, 2010; Orexin/Hypocretin receptor type 1 (Homo sapiens), O43613; OX1R-expressing cells, FRET antagonist read-out; in the data active = inhibition mostly above about 38%, no sharp cut-off; inactive = mostly below about 40%;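 also: 0% = agonist challenge alone and 100% = reference antagonist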
Target sequence (O43613 whole entry, looked up): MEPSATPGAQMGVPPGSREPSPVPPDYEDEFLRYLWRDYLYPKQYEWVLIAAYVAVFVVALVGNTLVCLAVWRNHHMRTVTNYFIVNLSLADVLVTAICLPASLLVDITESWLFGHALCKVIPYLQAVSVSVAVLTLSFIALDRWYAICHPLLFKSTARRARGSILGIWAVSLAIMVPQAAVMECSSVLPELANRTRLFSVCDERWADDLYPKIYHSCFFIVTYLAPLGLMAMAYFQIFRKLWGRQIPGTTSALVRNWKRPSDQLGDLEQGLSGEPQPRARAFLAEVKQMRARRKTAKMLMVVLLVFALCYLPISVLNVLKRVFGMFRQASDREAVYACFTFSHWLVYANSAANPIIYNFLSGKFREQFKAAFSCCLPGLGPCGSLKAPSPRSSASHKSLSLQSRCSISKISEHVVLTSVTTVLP
OX1R antag-2: OX1R (HCRTR1) antagonists, primary screen, fluorescence, CHO/OX1R cells, Fluo-8 calcium, orexin A; Fluo-8 calcium fluorescence; inhibition, % at 5 µM; 0.43% of 330,000 active; AID 434989, 2010;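 active = inhibition above its plate's threshold, mean inhibition of all tested compounds on the plate plus 3 SD, cut at about 37% in these data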;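 also: 0% = orexin A challenge wells and 100% = SB-334867-A antagonist wells; not every result past the cut was called active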
Active calls of the source: *.

`CCCCNC(=O)COC(=O)c1ccc(F)cc1Cl` gave OX1R antag-1 12 and OX1R antag-2 -8.
For CSCCC(NS(=O)(=O)c1ccc(Cl)cc1)C(=O)OCC(=O)N1CCCc2ccccc21 (centres undefined) the results were OX1R antag-1 19 and OX1R antag-2 -24.
`CCOc1ccc(S(=O)(=O)NCCC(=O)NC(C)CCc2ccccc2)cc1` (centres undefined) gave OX1R antag-1 9 and OX1R antag-2 -26.
CN1CCN(C2=Nc3c(Cl)cc(Cl)c4cccc2c34)CC1 was read as OX1R antag-1 13 and OX1R antag-2 -17.
Screening Cc1cc(C(=O)Nc2c(F)cc(F)cc2Br)cs1 returned OX1R antag-1 3 and OX1R antag-2 -3.
`COC(=O)C1=C(C)Nc2c(c(=O)n(C)c(=O)n2C)C1c1ccc(C)cc1` (centres undefined) gave OX1R antag-1 22 and OX1R antag-2 -17.
`COc1ccc(C(=O)C2CCN(CC(=O)NCc3ccccc3)CC2)cc1` gave OX1R antag-1 5 and OX1R antag-2 -7.
`CCCCn1nc(NC(=O)COC)c2cc3cc(OC)ccc3nc21` gave OX1R antag-1 -5 and OX1R antag-2 -19.
CCC(C)[C@H]1CNC(=S)N1CCc1cccc2ccccc12 (some centres undefined) was read as OX1R antag-1 8 and OX1R antag-2 -25.
Screening COC(=O)c1cc2c(ccn2-c2ccc(F)cc2)n1Cc1ccc(C#N)cc1 returned OX1R antag-1 19 and OX1R antag-2 -31.
`COc1cccc(NC(=O)Cn2c(CCC(=O)O)ccc2-c2ccccc2)c1` gave OX1R antag-1 51 and OX1R antag-2 -19.
For O=C(NCC1COc2ccccc2O1)C1C2C=CC3(CN(Cc4cccs4)C(=O)C13)O2 (centres undefined) the results were OX1R antag-1 9 and OX1R antag-2 -37.
For Cc1cccc(-c2csc(N)c2C(=O)OC(C)C)c1 the results were OX1R antag-1 29 and OX1R antag-2 -4.
COCCNC(=O)/C=C/c1c(Cl)cccc1Cl was read as OX1R antag-1 13 and OX1R antag-2 -7.
Screening O=S(=O)(Nc1cccc(-c2nc3cccnc3s2)c1)c1ccc2c(c1)CCCC2 returned OX1R antag-1 11 and OX1R antag-2 -26.
For O=C(CN(C(=O)c1csnn1)c1ccccc1C(F)(F)F)NC1CCCCC1 the results were OX1R antag-1 5 and OX1R antag-2 -7.
For CC(C)(C)OC(=O)N1CCC(NC(=O)c2nc[nH]c2C(=O)NCc2ccccc2)CC1 the results were OX1R antag-1 8 and OX1R antag-2 -18.
Screening FC(F)Oc1ccccc1C1CC(c2ccc(Br)s2)Nc2ncnn21 (centres undefined) returned OX1R antag-1 20 and OX1R antag-2 -1.
`O=C(COC(=O)c1cc(Br)ccc1O)Nc1cccnc1Cl` gave OX1R antag-1 5 and OX1R antag-2 -15.
Screening CCCC(=O)N(Cc1cc(=O)[nH]c2ccccc12)c1ccccc1C returned OX1R antag-1 -4 and OX1R antag-2 -15.
Cc1ccc(C)c(Sc2ccc(NC(=O)CCN3C(=O)NC4(CCCC4)C3=O)cc2)c1 was read as OX1R antag-1 11 and OX1R antag-2 60*.
Screening Cc1ccc(O)c(N=NC2=C(O)CC(C)(C)CC2=O)c1 returned OX1R antag-1 42 and OX1R antag-2 -2.
`CCCC(C)NC(=O)CN(Cc1ccco1)S(=O)(=O)c1ccccc1` (centres undefined) gave OX1R antag-1 12 and OX1R antag-2 -18.
For COCCCNC(=S)Nc1ccccc1[N+](=O)[O-] the results were OX1R antag-1 9 and OX1R antag-2 -12.
COc1cc(-c2nc3ccc(C)cn3c2NCc2ccccc2)ccc1SC1CCCCC1 was read as OX1R antag-1 38 and OX1R antag-2 -31.
Screening CC(C)(C)c1ccc(OCCn2nc(C(=O)O)c3ccccc3c2=O)cc1 returned OX1R antag-1 21 and OX1R antag-2 46*.
`O=C(Nc1ccc(Cl)cc1)Nc1nnc(CSCc2ccc(Cl)cc2)s1` gave OX1R antag-1 22 and OX1R antag-2 11.
Screening Cc1cc(C(=O)OCC(=O)Nc2ccc(F)c(F)c2F)c(C)o1 returned OX1R antag-1 22 and OX1R antag-2 -14.
O=C(N[C@@H]1C/C=C\C[C@@H](CC(=O)N(CCO)Cc2ccccc2)C(=O)NCCOC1=O)OCC1c2ccccc2-c2ccccc21 was read as OX1R antag-1 4 and OX1R antag-2 -21.
Cc1ccc(Cn2c(=O)c3ccccc3n3c(CCC(=O)NCCN4CCOCC4)nnc23)cc1 was read as OX1R antag-1 7 and OX1R antag-2 -6.
For Cc1ccc(S(=O)(=O)NCC(=O)Nc2ccc(C(F)(F)F)cc2)cc1 the results were OX1R antag-1 6 and OX1R antag-2 0.
COc1ccc(S(=O)(=O)N2CCC(O)(c3ccc(Cl)cc3)CC2)cc1 was read as OX1R antag-1 53 and OX1R antag-2 -9.
`COc1ccc(OC)c2c(N3CCN(C)CC3)cc(C(F)(F)F)nc12` gave OX1R antag-1 16 and OX1R antag-2 -10.
For O=C(CSc1ccc2nnc(-c3ccccn3)n2n1)Nc1ccc2c(c1)OCCO2 the results were OX1R antag-1 15 and OX1R antag-2 -14.
For O=C(CN1CCC(C(=O)c2ccc3c(c2)OCCO3)CC1)NCc1ccccc1 the results were OX1R antag-1 14 and OX1R antag-2 -41.
For Cc1ccccc1Cn1cc(S(=O)(=O)CC(=O)Nc2nccs2)c2ccccc21 the results were OX1R antag-1 18 and OX1R antag-2 3.
For CC1CC2c3cccc(C(=O)O)c3C(=O)N2c2ccc(Cl)cc21 (centres undefined) the results were OX1R antag-1 10 and OX1R antag-2 -9.
Cc1noc(NS(=O)(=O)c2ccc(NC(=O)CS(=O)(=O)c3ccccc3)cc2)c1C was read as OX1R antag-1 7 and OX1R antag-2 3.
For S=C1NC2=C(CCCC2)C2(CCCCC2)N1 the results were OX1R antag-1 20 and OX1R antag-2 -17.
For CCC1(CC)C(=O)C2=C3C1[C@H](C(=O)OC)C=C(C(=O)OC)C[C@H]3[C@H]1C(=O)N(CC(=O)OC)C(=O)[C@H]1[C@H]2C (some centres undefined) the results were OX1R antag-1 15 and OX1R antag-2 -20.
Screening C/C(=N\NC(=O)c1cc([N+](=O)[O-])cc([N+](=O)[O-])c1)c1ccco1 returned OX1R antag-1 81* and OX1R antag-2 -19.
CCOC(=O)c1sc2nc(Cc3ccc(Cl)cc3)[nH]c(=S)c2c1C was read as OX1R antag-1 5 and OX1R antag-2 -35.
For CCOC(=O)c1ccc(NC(=O)c2cc3c(s2)CCC3)cc1 the results were OX1R antag-1 70* and OX1R antag-2 -5.
For Cc1c(C(=O)O)oc2c1ccc1ccccc12 the results were OX1R antag-1 13 and OX1R antag-2 -3.
Screening C/C(N)=C(/C#N)C(=O)COC(=O)c1ccc(C)c(S(=O)(=O)N2CCCCC2)c1 returned OX1R antag-1 13 and OX1R antag-2 -36.
`CCOC(=O)C1C(=O)CC(C)(O)C(C(=O)OCC)C1c1ccccc1` (centres undefined) gave OX1R antag-1 14 and OX1R antag-2 -16.
`COc1ccc(-c2cn(CCC(=O)O)c(-c3ccncc3)n2)cc1` gave OX1R antag-1 26 and OX1R antag-2 -6.
`COc1ccc(N2C(=O)CSC23C(=O)N2c4c(cccc43)C(C)=CC2(C)C)cc1` (centres undefined) gave OX1R antag-1 4 and OX1R antag-2 -25.

A stretch from the list above, for reference:
For Cc1ccccc1Cn1cc(S(=O)(=O)CC(=O)Nc2nccs2)c2ccccc21 the results were OX1R antag-1 18 and OX1R antag-2 3.
For CC1CC2c3cccc(C(=O)O)c3C(=O)N2c2ccc(Cl)cc21 (centres undefined) the results were OX1R antag-1 10 and OX1R antag-2 -9.
Cc1noc(NS(=O)(=O)c2ccc(NC(=O)CS(=O)(=O)c3ccccc3)cc2)c1C was read as OX1R antag-1 7 and OX1R antag-2 3.
For S=C1NC2=C(CCCC2)C2(CCCCC2)N1 the results were OX1R antag-1 20 and OX1R antag-2 -17.
For CCC1(CC)C(=O)C2=C3C1[C@H](C(=O)OC)C=C(C(=O)OC)C[C@H]3[C@H]1C(=O)N(CC(=O)OC)C(=O)[C@H]1[C@H]2C (some centres undefined) the results were OX1R antag-1 15 and OX1R antag-2 -20.
Screening C/C(=N\NC(=O)c1cc([N+](=O)[O-])cc([N+](=O)[O-])c1)c1ccco1 returned OX1R antag-1 81* and OX1R antag-2 -19.
CCOC(=O)c1sc2nc(Cc3ccc(Cl)cc3)[nH]c(=S)c2c1C was read as OX1R antag-1 5 and OX1R antag-2 -35.
For CCOC(=O)c1ccc(NC(=O)c2cc3c(s2)CCC3)cc1 the results were OX1R antag-1 70* and OX1R antag-2 -5.
For Cc1c(C(=O)O)oc2c1ccc1ccccc12 the results were OX1R antag-1 13 and OX1R antag-2 -3.
Screening C/C(N)=C(/C#N)C(=O)COC(=O)c1ccc(C)c(S(=O)(=O)N2CCCCC2)c1 returned OX1R antag-1 13 and OX1R antag-2 -36.
`CCOC(=O)C1C(=O)CC(C)(O)C(C(=O)OCC)C1c1ccccc1` (centres undefined) gave OX1R antag-1 14 and OX1R antag-2 -16.

(further entries)
COc1cccc2[nH]c(=O)c(-c3ccccc3)cc12 was read as OX1R antag-1 -4 and OX1R antag-2 -28.
Screening CC1(C)CC2CC(C)(CN2C(=O)COC(=O)c2ccccc2C(F)(F)F)C1 (centres undefined) returned OX1R antag-1 7 and OX1R antag-2 4.
For CCCOC(=O)c1ccc(NC(=O)/C=C/c2cccs2)cc1 the results were OX1R antag-1 48 and OX1R antag-2 -3.
Screening CC(C)NC(=O)C1CCN(C2CCN(C(=O)c3cc4c(s3)CCCCC4)CC2)CC1 returned OX1R antag-1 4 and OX1R antag-2 -20.
`c1csc(Cn2nnnc2CN2CCN(c3nc4ccccc4s3)CC2)c1` gave OX1R antag-1 19 and OX1R antag-2 -24.
For CC(=O)OCC12COC3c4ccccc4OC(C)(CC1C)C3C2C (centres undefined) the results were OX1R antag-1 5 and OX1R antag-2 -20.
`CCC(=O)Nc1ccnc(-c2cccnc2)n1` gave OX1R antag-1 20 and OX1R antag-2 -7.
COc1cc2[nH]c(-c3ccc(C)cc3)cc(=O)c2cc1OC was read as OX1R antag-1 29 and OX1R antag-2 -51.
Screening CCCCN(C)C(=O)c1cc2cc([N+](=O)[O-])cc(OC)c2oc1=O returned OX1R antag-1 53 and OX1R antag-2 -23.
COC(=O)c1c(C)[nH]c(O)c1C=Nc1ccc(Oc2ccccc2)cc1 was read as OX1R antag-1 9 and OX1R antag-2 -4.
`CC1=C(C(=O)OCC2CCCO2)C(c2cccc(O)c2)NC(=O)N1` (centres undefined) gave OX1R antag-1 -1 and OX1R antag-2 -2.
`CCOC(=O)C1CCCN(c2cc(=O)n(Cc3ccc(F)cc3)c(=O)[nH]2)C1` (centres undefined) gave OX1R antag-1 2 and OX1R antag-2 -22.
For Nc1nc2n(n1)C(c1ccc(F)cc1)CC(c1ccc(F)cc1)N2 (centres undefined) the results were OX1R antag-1 8 and OX1R antag-2 -9.
Screening NC(=O)COC(=O)c1ccccc1OCc1ccccc1 returned OX1R antag-1 15 and OX1R antag-2 -18.
COc1cc(/C=C2/SC(=S)N(Cc3ccccc3)C2=O)ccc1O was read as OX1R antag-1 8 and OX1R antag-2 33.
`O=C(Nc1ccc(Br)cc1)c1cc(S(=O)(=O)Nc2ccccn2)ccc1Cl` gave OX1R antag-1 15 and OX1R antag-2 -20.
For O=C(CN1CCCCC1)Nc1ccc(S(=O)(=O)N2CCCCCC2)cc1 the results were OX1R antag-1 13 and OX1R antag-2 -10.
Cc1cc(Nc2cccc(C(F)(F)F)c2)n2nc(C)nc2n1 was read as OX1R antag-1 18 and OX1R antag-2 -13.
For C=CCOC(=O)C1=C(C)Nc2nc3ccccc3n2C1c1ccncc1 (centres undefined) the results were OX1R antag-1 15 and OX1R antag-2 -33.
Screening CCN(c1ccccc1)S(=O)(=O)c1cc(C(=O)Nc2ccc(Br)cc2)ccc1F returned OX1R antag-1 37 and OX1R antag-2 8.
For O=S(=O)(NCc1cccnc1)c1cc(Cl)ccc1Cl the results were OX1R antag-1 6 and OX1R antag-2 -2.
Screening Cc1nn(CCc2nn[nH]n2)c2nc(C(F)(F)F)cc(C(F)(F)F)c12 returned OX1R antag-1 5 and OX1R antag-2 1.
Screening O=C(O)c1ccc(OC(F)(F)C(F)C(F)(F)F)cc1 (centres undefined) returned OX1R antag-1 5 and OX1R antag-2 5.
Screening COc1ccccc1C(=O)CSc1n[nH]c(N)n1 returned OX1R antag-1 23 and OX1R antag-2 -11.
CCOC(=O)c1c(NC(=O)CN2C(=O)NC3(CCC(C)CC3)C2=O)sc(C(=O)N(C)C)c1C (centres undefined) was read as OX1R antag-1 11 and OX1R antag-2 -31.
For C/C(=N\NC(=O)c1ccc2c(c1)OCO2)c1ccc(NS(C)(=O)=O)cc1 the results were OX1R antag-1 5 and OX1R antag-2 -4.
For COc1ccc(CNc2nc3nc(C)c(Cl)c(=O)n3[nH]2)cc1OC the results were OX1R antag-1 11 and OX1R antag-2 0.
Cc1ccc(C(=O)Nc2ncccc2O)o1 was read as OX1R antag-1 16 and OX1R antag-2 -11.
O=C(CNS(=O)(=O)c1ccc(F)cc1)N1CCCCCC1 was read as OX1R antag-1 31 and OX1R antag-2 -14.
For Cn1c(=O)oc2cc(S(=O)(=O)NCCN3CCN(c4ccccc4F)CC3)ccc21 the results were OX1R antag-1 5 and OX1R antag-2 -34.
Cc1ccc(C(=O)NCC(=O)OCC(=O)/C=C2\N(C)c3ccccc3C2(C)C)cc1C was read as OX1R antag-1 16 and OX1R antag-2 -36.
For O=S(=O)(NCc1ccccc1)c1ccc(S(=O)(=O)N(Cc2cccs2)CC2CCCO2)cc1 (centres undefined) the results were OX1R antag-1 28 and OX1R antag-2 -3.
COc1ccccc1N1CCN(C(=O)c2cccc(N3C(=O)NC4CC3(C)Oc3ccccc34)c2)CC1 (centres undefined) was read as OX1R antag-1 11 and OX1R antag-2 -26.
`COC(=O)c1ccc(C(=O)OC)c(NC(=O)CSCc2ccc(Cl)cc2)c1` gave OX1R antag-1 16 and OX1R antag-2 -35.
Screening C=CCc1cccc(Cl)c1OCCON1C(=O)CCC1=O returned OX1R antag-1 -2 and OX1R antag-2 -16.

Screens: PubChem BioAssay, The Scripps Research Institute Molecular Screening Center
